Screens (PubChem)
M. tuberculosis: growth inhibition of non-replicating M. tuberculosis (AID 488890); Mycobacterium tuberculosis non-replicating, growth inhibition; higher % means a stronger effect; one-dose inhibition, % at 25 µM; IC50 in µM for titrated hits; 320,000 compounds, 0.39% hits; in the data active = a potency from the dose series; inconclusive = inhibition mostly from about 82% at the one dose, without a potency; inactive = the rest, 99 in 100 with inhibition below about 76%;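 also: plate controls were DMSO cells for no effect and high antibiotic wells for full effect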
influenza NS1A: NS1A inhibition, H1N1 influenza, cell based functional assay (AID 504329). inhibition, % at 12.5 µM; hits with a dose series show IC50 in µM. 340,000 compounds, 0.3% hits. NS1A functional cell-based assay, percent inhibition; higher % means a stronger effect; in the data active = a potency from the dose series; inconclusive = inhibition above about 27% without an active follow-up result; also: strong numbers were not always called active
PhoP GFP inhibition: PhoP regulon inhibitors, Salmonella typhi PhoP promoter GFP reporter, confirmatory (AID 1850) | Salmonella Typhi PhoP-promoter GFP reporter, fluorescence, 4 h; higher % means a stronger effect | one-dose inhibition, % at 50 µM; IC50 in µM for titrated hits | 310,000 compounds, 0.33% hits; in the data active = a potency from the dose series; inconclusive = inhibition mostly from about 25% at the one dose, without a potency; inactive = the rest, 99 in 100 with inhibition below about 19%;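 also: 0% = induced wells with vehicle and 100% = uninduced wells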
H37Rv inhibition: M. tuberculosis growth inhibition, HTS (AID 449762); M. tuberculosis H37Rv growth inhibition, 7H9 media; higher % means a stronger effect; inhibition, % at 25 µM, or IC50 in µM where a hit was titrated; 330,000 compounds, 0.59% hits; in the data active = a potency from the dose series; inconclusive = inhibition above about 70% without an active follow-up result;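 also: bacterial growth assessed after seven days of incubation; strong numbers were not always called active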
VEEV TC-83 Vero: inhibitors of VEEV TC-83 cytopathic effect, confirmation, Vero cells (AID 588727); Vero cells, VEEV TC-83 cytopathic effect inhibition; higher % means a stronger effect; inhibition, % at 20 µM, or IC50 in µM where a hit was titrated; 350,000 compounds, 0.13% hits; in the data active = a potency from the dose series; inconclusive = inhibition mostly from about 14% at the one dose, without a potency; inactive = the rest, 99 in 100 with inhibition below about 12%; also: strong numbers were not always called active
VEEV TC-83 Vero 10K pilot screen: recorded beside VEEV TC-83 Vero, whose call it bears; inhibition, %; measured here: 10K pilot screen inhibition
The depositor's hits bear a star; i = inactive; ? = inconclusive; . = not tested or not shown; & = joins results of further samples.

SMILES	M. tuberculosis	influenza NS1A	PhoP GFP inhibition	H37Rv inhibition	VEEV TC-83 Vero	others
N#C/C(=C\c1ccc(OCCN2CCOCC2)cc1)C(=O)Nc1ccccc1F	6%	17%	-8%	10%	2.4%
Cc1ccc(N(CC(=O)NCCc2ccccc2)C(=O)c2csnn2)cc1	-9%	0%	-1%	5%	1.6%
CC(C)Cc1nnc(NC(=O)CCC(=O)Nc2ccccc2F)s1	-9%	-3%	10%	2%	2.4%
O=C(Nc1cccc(F)c1)c1cc(S(=O)(=O)N2CCC3(CC2)OCCO3)ccc1F	17%	.	4%	2%	.
O=C(/C=C/c1ccc2ccccc2n1)c1cc(Br)ccc1O	?	-2%	11%	7%	i
CCO[C@@H]1OC(C(=O)NC2CC2)=C[C@H](c2c[nH]c3ccccc23)[C@H]1CCCO	5%	-8%	-5%	-6%	0.8%
Nc1ccc(CCNc2ncnc3c2ncn3[C@@H]2O[C@H](CO)[C@@H](O)[C@H]2O)cc1	4%	0%	0%	-5%	1.6%
CCCC(=O)OCC(=O)NC1CCCc2ccccc21 (stereo not given)	-9%	1%	11%	1%	1.9%
C=CCN1C(=O)C(Cc2ccc(C)cc2)S/C1=N/N=C/c1ccco1 (stereo not given)	4%	-10%	5%	-4%	0.9%
N#Cc1ccc(NC(=O)CNc2cc(S(=O)(=O)N3CCOCC3)ccc2NCC2CCCO2)cc1 (stereo not given)	36%	-1%	4%	2%	7.3%
O=C(N/C(=C\c1cccc([N+](=O)[O-])c1)C(=O)N1CCOCC1)c1cccc(Br)c1	29%	-3%	0%	-5%	9.2%
CN(C)c1ccc(/C=N/N(Cc2ccccc2)c2ccccc2)cc1	-8%	-5%	-2%	-4%	0.9%
O=C1NC(=O)N(Cc2ccccc2)C(=O)/C1=C/c1cnn(-c2ccccc2)c1	2%	.	8%	1%	.
Clc1cccc(CSc2ncn(-c3ccccc3)n2)c1	21%	-4%	-5%	-2%	1.6%
O=C(O)COc1ccc(/C=N/NC(=O)c2cn(-c3ccccc3)nc2-c2ccccc2)cc1	-5%	2%	-3%	-1%	0.3%
CCOc1ccc(C=NNC(=O)c2ccc(-n3cnnn3)cc2)cc1	6%	0%	.	4%	0.9%
COc1ccc(C(=O)N(C)Cc2ccccn2)cc1OC1CCN(C(C)C)CC1	-24%	-7%	4%	-2%	0.5%
CCOC(=O)/C(=C\c1ccc([N+](=O)[O-])o1)NC(=O)c1ccccc1	78%	-5%	0%	?	i
Cc1nc2sc(C(c3cccs3)N3CCOCC3)c(O)n2n1 (stereo not given)	-39%	-1%	7%	-9%	0.8%
CC(C)(C)C(=O)Nc1cc(S(=O)(=O)Nc2ccc(Cl)cc2)ccc1O	9%	0%	6%	-7%	2.2%
O=C(CCC1CCCN(C(=O)c2ccsc2)C1)N1CCN(c2ccccn2)CC1 (stereo not given)	-1%	1%	-17%	-5%	5.0%
COc1ccc(-c2cc(C(=O)NCCN3CCOCC3)c3ccccc3n2)cc1	4%	-8%	11%	-1%	0.8%
Cc1ccccc1-n1c(=O)c2ccccc2n2c(=O)[nH]nc12	8%	10%	-15%	.	0.9%	VEEV TC-83 Vero 10K pilot screen=1.0
O=C1CSC(=Nc2cccc(Cl)c2Cl)N1	48%	25%	3%	3%	i
CCOC(=O)C1=C(C)OC(N)=C(C(=O)OCC)C12C(=O)Nc1ccc(Br)cc12 (stereo not given)	17%	0%	14%	3%	1.2%

The listing continues:
SMILES	M. tuberculosis	influenza NS1A	PhoP GFP inhibition	H37Rv inhibition	VEEV TC-83 Vero	others
CC1CC2(C)Oc3ccccc3C3OCC1(CO)C(C)C32 (stereo not given)	-3%	4%	2%	4%	i
CCN1C[C@@]2(COC)C3[C@@H](OC)[C@H]4[C@@H]1[C@@]3(C1C[C@H]3[C@H](OC(C)=O)C1[C@]4(OC(C)=O)C[C@H]3OC)[C@@H](OC)C[C@H]2OC(C)=O (stereo not given in full)	-9%	.	5%	-8%	.
Fc1ccc(CNCc2ccco2)cc1	-10%	-10%	-3%	-1%	i
COc1ccc(Nc2oc(-c3ccccc3)nc2C#N)cc1	13%	5%	1%	0%	4.1%
O=C(NCCOc1ccccc1)C1CCC(=O)N(CCc2ccccn2)C1 (stereo not given)	-1%	7%	2%	1%	i
Cc1ccc(/C(C#N)=C\c2cn(C)c3ccccc23)cc1	32%	.	8%	?	.
CCOC(=O)Nc1ccc(C(=O)NCC2CCCO2)cc1 (stereo not given)	1%	13%	-2%	-4%	0.4%
COc1ccc(Nc2nc(=O)[nH]nc2C)cc1	2%	-1%	-1%	0%	i
COc1ccc(CNC(=O)c2nnn(Cc3ccc(OC)cc3)c2N)cc1	3%	-1%	-10%	-6%	0.2%
CC(C)(C)C1CCC(=NNC(=S)Nc2cccnc2)CC1 (stereo not given)	24%	6%	-3%	14%	0.4%
CCCCN(CC)C(=O)c1cc2c(=O)n3cccc(C)c3nc2s1	20%	-14%	-3%	2%	11%
O=c1nc2s/c(=C\c3ccco3)c(=O)n2nc1Cc1ccccc1	78%	-9%	2%	5%	1.8%
Oc1ccccc1CN(Cc1ccco1)CC(O)COCc1ccc(Cl)cc1 (stereo not given)	78%	2%	3%	23%	0.5%
O=[N+]([O-])/C(=C\Nc1ccccc1)S(=O)(=O)c1ccccc1	8%	-21%	-14%	-11%	i
COc1ccccc1-n1c(SCC(=O)Nc2ccc3c(c2)OCO3)nc2c(c1=O)SCC2	28%	0%	2%	-2%	8.8%
COc1ccc(CNc2nc(Cl)c(C#N)s2)cc1	17%	18%	0%	2%	0.7%
CCOC(=O)N1CCN(S(=O)(=O)CCNC(=O)c2ccccc2)CC1	-12%	-8%	5%	-4%	0.7%
O=C(Nc1nncs1)c1cc2c(s1)CCC2	.	-4%	9%	11%	1.4%
Cc1ccc(NC(=O)CSc2nnc(-c3n[nH]c4ccccc34)n2-c2ccccc2)c(C)c1	48%	4%	8%	-2%	12%
COc1ccccc1NS(=O)(=O)c1ccc(NC(=O)c2nc3nc(C)cc(C(F)F)n3n2)cc1	.	-3%	4%	.	2.4%
O=c1cc(N2CCC3(CC2)OCCO3)[nH]c(=O)n1-c1ccc(Cl)cc1	-2%	3%	3%	-11%	0.5%
COc1ccc(C(=O)NCc2nnc(SCC(=O)NO)n2Cc2ccccc2)cc1	6%	-9%	1%	3%	i
CCc1cc(C(=O)c2ccc(OC)cc2)c(NC(=O)CN2CCCCC2)s1	34%	3%	2%	40%	i
COC(=O)/C=C1\SC(=NC(=O)c2ccc(-c3ccccc3)cc2)NC1=O	?	3%	.	?	i
CCCn1c2ccccc2c2cnn(CC(=O)NCCCOC)c(=O)c21	-7%	1%	2%	2%	0.0%

Pulled one by one from above:
SMILES	M. tuberculosis	influenza NS1A	PhoP GFP inhibition	H37Rv inhibition	VEEV TC-83 Vero	others
CCCn1c2ccccc2c2cnn(CC(=O)NCCCOC)c(=O)c21	-7%	1%	2%	2%	0.0%
COc1ccccc1NS(=O)(=O)c1ccc(NC(=O)c2nc3nc(C)cc(C(F)F)n3n2)cc1	.	-3%	4%	.	2.4%
O=C1NC(=O)N(Cc2ccccc2)C(=O)/C1=C/c1cnn(-c2ccccc2)c1	2%	.	8%	1%	.
Fc1ccc(CNCc2ccco2)cc1	-10%	-10%	-3%	-1%	i
N#C/C(=C\c1ccc(OCCN2CCOCC2)cc1)C(=O)Nc1ccccc1F	6%	17%	-8%	10%	2.4%

Back to the main list; the 4 compounds before the break are reprinted first.
SMILES	M. tuberculosis	influenza NS1A	PhoP GFP inhibition	H37Rv inhibition	VEEV TC-83 Vero	others
COc1ccc(C(=O)NCc2nnc(SCC(=O)NO)n2Cc2ccccc2)cc1	6%	-9%	1%	3%	i
CCc1cc(C(=O)c2ccc(OC)cc2)c(NC(=O)CN2CCCCC2)s1	34%	3%	2%	40%	i
COC(=O)/C=C1\SC(=NC(=O)c2ccc(-c3ccccc3)cc2)NC1=O	?	3%	.	?	i
CCCn1c2ccccc2c2cnn(CC(=O)NCCCOC)c(=O)c21	-7%	1%	2%	2%	0.0%
COc1ccc(N2CCN(C(=O)CCCC(=O)c3ccccc3)CC2)cc1	29%	2%	-5%	-1%	0.7%
CC(C)N1CCC(N2CCN(Cc3ccc(-c4ccccc4Cl)o3)CC2CCO)CC1 (stereo not given)	12%	2%	2%	6%	1.6%
Cc1[nH]c(=S)[nH]c(=O)c1CCCO	-5%	-2%	-6%	-2%	1.7%
COc1ccc(N=C2SC(C(=O)Nc3ccc(F)cc3)CC(=O)N2C)cc1 (stereo not given)	8%	2%	12%	-4%	4.6%
CN(C)CCC(=O)c1ccc(F)cc1	?	3%	-4%	47%	0.6%
COC(=O)CNC(=O)CNC(=O)Nc1ccccc1	2%	-5%	-1%	?	i
COC(=O)c1ccccc1NC(=O)CN(C1CCCCC1)S(C)(=O)=O	-3%	11%	4%	-5%	5.7%
O=C(CSc1nc2nc3c(cc2c(=O)n1-c1ccccc1)CCCC3)Nc1cccc2ccccc12	22%	-5%	-10%	-5%	7.6%
CSc1ccccc1C(=O)Nc1ccc(C)c(C)c1	9%	9%	8%	5%	4.2%
c1ccc2c(c1)oc1c(N3CCN(Cc4ccc5c(c4)OCO5)CC3)ncnc12	.	6%	.	.	7.5%
O=C(CN1CCCc2ccccc21)Nc1cc(S(=O)(=O)N2CCCC2)ccc1Cl	38%	-10%	.	-2%	5.8%
COc1ccc(NC(=O)CC(C)CC(=O)NCc2ccccc2)c(OC)c1 (stereo not given)	17%	2%	-1%	6%	0.1%
Cc1cc(C(=O)CN2C(=O)NC(Cc3c[nH]c4ccccc34)C2=O)c(C)n1C (stereo not given)	8%	5%	-11%	-2%	1.8%
CCCCNC(=S)NNC(=O)c1ccco1	-4%	0%	-14%	-21%	0.7%
O=C(COC(=O)c1c(F)cccc1Cl)NC1CCCCC1	.	-5%	.	.	1.6%
CCSc1nnc(C)c(=O)n1COC(=O)c1ccc(S(=O)(=O)N2CCCC2)cc1	9%	-6%	6%	-1%	i
CCOC(=O)c1c(C)[nH]c(C)c1C(=O)COc1ccc(NC(=O)c2ccco2)cc1	34%	17%	10%	2%	5.4%
CNC(=O)[C@@]1(C)C=C[C@@H](Cc2ccccc2)N1C(=O)OC	-1%	-19%	-35%	4%	2.9%
Cc1ccc2nc(CSc3nnc(-c4ccco4)o3)cc(=O)n2c1	-12%	17%	-2%	-1%	2.6%
CCCn1c(=O)c2sccc2n2c(CCCC(=O)NC3CCN(Cc4ccccc4)CC3)nnc12	-1%	10%	2%	-1%	1.2%
COc1ccc(C(=O)NCc2nnc(SCC(=O)NCCc3ccccc3)o2)cc1	?	5%	-15%	?	1.0%
N#CCOc1ccccc1/C=N/n1nnnc1N	33%	8%	-7%	29%	0.4%
Cc1ccc(S(=O)(=O)N2CCN(c3ncnc4scc(-c5ccc(F)cc5)c34)CC2)cc1	13%	1%	10%	9%	5.6%
CCOc1ccc(N2C(=O)CCC2=O)cc1	-9%	4%	13%	-7%	3.7%
CCC1CCCCN1CCCNC(=O)c1cc2c(Cl)nc3ccccc3c2s1 (stereo not given)	?	17%	-2%	-2%	0.7%

Other entries follow:
SMILES	M. tuberculosis	influenza NS1A	PhoP GFP inhibition	H37Rv inhibition	VEEV TC-83 Vero	others
COc1ccc(/C=N/Nc2nc(N)cc(Cl)n2)cc1OC	-6%	5%	3%	0%	6.8%
CCCn1c(=S)[nH]c2cc(C(=O)N3CCc4ccccc43)ccc2c1=O	-6%	-3%	-6%	-9%	1.9%
CC1CCN(C(=O)CSc2nnc(-c3ccco3)o2)CC1	60%	11%	6%	2%	1.1%
Cc1cc(C)c(C#N)c(SCC(=O)N2CCN(Cc3ccccc3)CC2)n1	11%	6%	1%	-4%	1.1%
N#CN=C(N)c1ccccc1	12%	-2%	-11%&6%	-6%	0.8%
O=C(/C=C/c1ccc(Cl)cc1)NCCN1CCOCC1	-8%	13%	5%	2%	3.8%
Clc1ccccc1Cc1noc(CN2CCSCC2)n1	20%	0%	2%	-1%	4.3%
CO/N=C/NC(=O)NOCc1ncc(C(F)(F)F)cc1Cl	3%	3%	-9%	-9%	0.6%
O=C1CN(S(=O)(=O)c2ccc(F)cc2)c2ccccc2N1	-8%	-5%	10%	38%	i
COc1cccc(CSc2nnc(-c3ccncc3)n2C)c1	37%	1%	-4%	1%	i
COc1ccc(N=Nc2nc3cc(Br)c(Br)cc3n2C)c(OC)c1	79%	21%	-119%	?	i
O=[N+]([O-])c1ccc(-c2ccc(/C=N/c3c(-c4ccco4)nc4ccccn34)o2)cc1	48%	25%	-6%	91%	0.3%
